BH1578 lux ind: inducers of Vibrio cholerae quorum light production without autoinducers | V. cholerae BH1578 lux reporter, luminescence, 6 h | activation, % at 18.7 µM | 0.16% of 350,000 active | AID 588436; in the data active = activation mostly above about 9.7%, no sharp cut-off; note: not every result past the cut was called active; inactives centre near 0; reference of the scale not given here
Yp Topo-I inh: Y. pestis Topo-I inhibition via cleavage products | Y. pestis Topo-I cleavage product accumulation, plate reader | activity, % at 10 µM | 0.064% of 360,000 active | AID 504884; in the data active = activity above about 50%, passing the limit was not always enough; note: inactives centre near 2
PriA SSB inh: blocks PriA binding to SSB C-terminal tail. 0.6% of 430,000 active. inhibition, % at 33 µM. AlphaScreen SSBct-PriA binding, biotinylated peptide; in the data active = inhibition mostly above about 37%, no sharp cut-off; inactive = mostly below about 20%;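 note: plate controls were negative control peptide for no effect and reference peptide for full effect; strong numbers were not always called active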
BoNT-A LC inh2: BoNT A light chain protease inhibition; multiplex microsphere protease substrate cleavage, flow cytometry; inhibition, % at 10 µM; 0.17% of 360,000 active; note: plate controls were buffer without enzyme for full effect and enzyme alone for no effect
3CLpro inhibitor: SARS-CoV 3CLpro protease inhibition. 0.14% of 290,000 active. inhibition, % at 6 µM. P0C6X7. recombinant SARS-CoV 3CLpro, quenched FRET peptide cleavage; in the data active = inhibition above about 12%
DUSP3 inh: inhibitors of human VHR1 phosphatase (DUSP3); AID 1654; recombinant VHR phosphatase, pNPP absorbance; 0.52% of 290,000 active; inhibition, % at 13.3 µM; in the data active = inhibition above about 50%; note: some compounds called inactive have numbers as strong as hits
Anthrax LF prot: blocks Bacillus anthracis lethal factor protease | P15917 | multiplex microsphere protease cleavage assay, LF | inhibition, % at 10 µM | 0.12% of 360,000 active | AID 588501; note: plate controls were buffer without enzyme for full effect and enzyme alone for no effect
Target sequence (P15917 whole entry, looked up): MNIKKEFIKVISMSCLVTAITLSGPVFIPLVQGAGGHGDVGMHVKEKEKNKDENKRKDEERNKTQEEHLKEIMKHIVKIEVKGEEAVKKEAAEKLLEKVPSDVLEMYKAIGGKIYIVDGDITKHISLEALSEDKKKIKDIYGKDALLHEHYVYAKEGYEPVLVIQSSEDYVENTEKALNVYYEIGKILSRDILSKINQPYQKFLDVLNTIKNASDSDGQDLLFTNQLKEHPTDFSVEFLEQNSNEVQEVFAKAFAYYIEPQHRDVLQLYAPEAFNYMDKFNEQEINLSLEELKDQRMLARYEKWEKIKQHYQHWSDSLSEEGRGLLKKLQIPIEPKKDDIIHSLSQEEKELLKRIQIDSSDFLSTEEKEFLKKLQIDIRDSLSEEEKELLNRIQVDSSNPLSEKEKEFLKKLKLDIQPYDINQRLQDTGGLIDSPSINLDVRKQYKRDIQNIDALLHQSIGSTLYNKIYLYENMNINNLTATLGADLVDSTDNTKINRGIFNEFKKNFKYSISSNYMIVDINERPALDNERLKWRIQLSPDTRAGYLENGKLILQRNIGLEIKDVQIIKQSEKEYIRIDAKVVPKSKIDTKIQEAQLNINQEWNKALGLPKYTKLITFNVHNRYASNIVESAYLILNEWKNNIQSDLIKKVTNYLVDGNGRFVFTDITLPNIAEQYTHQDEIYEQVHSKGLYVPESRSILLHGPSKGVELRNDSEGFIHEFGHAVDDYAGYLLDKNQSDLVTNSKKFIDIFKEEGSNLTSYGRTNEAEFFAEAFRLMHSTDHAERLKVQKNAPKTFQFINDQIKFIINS
TcdB GH inh: inhibitors of Clostridioides difficile toxin B glycohydrolase; inhibition, % at 9.99 µM; P18177; 0.24% of 350,000 active; AID 652162; TcdB glycohydrolase enzymatic assay, plate reader; in the data active = inhibition above about 10%
PfHsp40 rescue: compounds rescuing yeast from Plasmodium falciparum HSP40 toxicity; S. cerevisiae expressing PfHsp40, growth rescue, ATP luminescence; growth rescue, % at 12.5 µM; 0.68% of 340,000 active; in the data active = growth rescue above about 28%, passing the limit was not always enough;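 note: yeast W303a lacking pdr1 and pdr3 grown in galactose medium; growth measured after three days at 30 °C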
CCHFV vOTU inh: blocks the CCHF virus ovarian tumor domain protease; CCHFV vOTU protease, Pep-AMC fluorescence; inhibition, % at 11.5 µM; 0.55% of 370,000 active; AID 651958; in the data active = inhibition above about 30%; note: 0% = vehicle wells with enzyme and 100% = no enzyme wells
* = called active by the depositor; i = inactive; . = no result given; & = joins results of further samples. Cut-off read from the data, not from the text of the source, unless noted: active = inhibition above about 30%; inconclusive = no clear call, values can overlap the other calls; inactive = below that. The list is partial; rates above refer to the full screens.

SMILES	BH1578 lux ind	Yp Topo-I inh	PriA SSB inh	BoNT-A LC inh2	3CLpro inhibitor	DUSP3 inh	Anthrax LF prot	TcdB GH inh	PfHsp40 rescue	CCHFV vOTU inh
CCCCN(C(=O)Cc1ccc(S(=O)(=O)N2CCOCC2)s1)c1c(N)n(CC(C)C)c(=O)[nH]c1=O	i	10	-11	5.8	.	.	-2	2.7	0.1	-3
CCOc1ccc(Br)cc1S(=O)(=O)Nc1ccc(C(=O)OC(C)C(=O)N(C)c2ccccc2)cc1 (stereo not drawn)	-0.2	15	-13	-0.2	4	-8	-3	-0.9	3.0	-4
O=c1[nH]c2ccccc2n1Cc1ccccc1	-0.3	5	-12	-0.6	1	28	-3	0.4	-1.2	4
O=C(CS(=O)(=O)c1ccccc1)Nc1nccs1	i	10	-2&5	-0.2	3	-11	-2	0.0	-0.1	0
CCc1cc[n+](-c2nc3ccccc3nc2C(=C=[N-])C#N)cc1	.	8	-5	1.7	2	17	0	.	0.6	12
CC(C)P(=O)(c1cccc(C(=O)O)c1)C(C)C	-0.7	-8	1	-1.2	5	-2	-1	.	0.0	4
CCOc1ccc(CN(C(=O)c2cc3ccccc3oc2=O)C2CC2)cc1	-0.4	13	-6	2.5	4	26	8	.	-2.0	2
S=c1nc[nH]c2nc[nH]c12	-2.8	-1&-3	5	-0.7&0.3	-3	25	0&-10	1.0&0.9	0.8&0.1	5&4
COc1ccccc1/C=C1\SC(=S)N(CCC(=O)NCCCN2CCOCC2)C1=O	-0.2	-2	3	0.3	0	17	-2	0.2	-1.0	0
COc1ccc(OC)c(CNC(=O)C2CCN(C(=O)N(C)C)CC2)c1	-0.4	5	-4	-1.1	1	-9	-5	.	-1.6	-2
Cc1ccc(NC(=S)NC(NC(=O)Cc2cccc3ccccc23)C(Cl)(Cl)Cl)cc1 (stereo not drawn)	5.3	19	-17	1.8	0	-21	0	-0.2	0.4	3
COCCNC(=O)CSc1ccc(Cl)cc1	i	3	-10	0.7	-2	2	-1	1.7	1.8	-13
O=C(CSc1nccc(=O)[nH]1)N1CCOCC1	-0.8	-13	-2	0.0	-2	23	3	-0.7	1.0	1
CSc1ccc(CN2CCC2(C)C(=O)NCc2cccs2)cc1 (stereo not drawn)	-0.2	27	.	-0.5	.	.	-2	0.7	.	11
CCN(CC)CCNS(=O)(=O)c1ccc(/C=C/C(=O)O)cc1	i	3	-6	-1.2	4	-7	-3	-0.6	-0.6	5
CCOc1ccc(NC(=O)N2CCC(C(N)=O)(N3CCCCC3)CC2)cc1	-0.3	7	-16	-0.7	-6	14	-4	.	-0.7	-4
CCN(CC)CCn1c2ccccc2c2n[nH]c(=S)nc21	-0.3	2	3	-2.8	3	0	-14	1.3	3.1	-5
CSc1ccc(S(=O)(=O)N2c3ccccc3CC2C)cc1 (stereo not drawn)	-0.6	17	-54	2.6	3	10	-9	0.9	4.4	17
COCCN(Cc1ccccc1)C(=O)c1cccc(S(=O)(=O)N2CCN(c3ccccc3)CC2)c1	-5.0	-2	7	2.7	.	.	0	1.2	0.8	18
Cc1cc(C)n(C(=O)CNC(=O)c2cccc(Br)c2)n1	-0.5	1	1	-0.8	-6	4	0	-0.4	0.2	-7

Three compounds from above, reduced to BoNT-A LC inh2, PriA SSB inh and CCHFV vOTU inh:
structure,BoNT-A LC inh2,PriA SSB inh,CCHFV vOTU inh
COCCNC(=O)CSc1ccc(Cl)cc1,0.7,-10,-13
CSc1ccc(S(=O)(=O)N2c3ccccc3CC2C)cc1 (stereo not drawn),2.6,-54,17
S=c1nc[nH]c2nc[nH]c12,-0.7&0.3,5,5&4

Full records as entered above. Order of screens: BH1578 lux ind | Yp Topo-I inh | PriA SSB inh | BoNT-A LC inh2 | 3CLpro inhibitor | DUSP3 inh | Anthrax LF prot | TcdB GH inh | PfHsp40 rescue | CCHFV vOTU inh
`COc1ccccc1/C=C1\SC(=S)N(CCC(=O)NCCCN2CCOCC2)C1=O` as listed: -0.2 | -2 | 3 | 0.3 | 0 | 17 | -2 | 0.2 | -1.0 | 0
`S=c1nc[nH]c2nc[nH]c12` as listed: -2.8 | -1&-3 | 5 | -0.7&0.3 | -3 | 25 | 0&-10 | 1.0&0.9 | 0.8&0.1 | 5&4
`Cc1cc(C)n(C(=O)CNC(=O)c2cccc(Br)c2)n1` as listed: -0.5 | 1 | 1 | -0.8 | -6 | 4 | 0 | -0.4 | 0.2 | -7
`CSc1ccc(CN2CCC2(C)C(=O)NCc2cccs2)cc1` (stereo not drawn) as listed: -0.2 | 27 | . | -0.5 | . | . | -2 | 0.7 | . | 11

Next section
SMILES	BH1578 lux ind	Yp Topo-I inh	PriA SSB inh	BoNT-A LC inh2	3CLpro inhibitor	DUSP3 inh	Anthrax LF prot	TcdB GH inh	PfHsp40 rescue	CCHFV vOTU inh
NS(=O)(=O)c1ccc(S(=O)(=O)NCCc2ccccc2)cc1	-0.3	-3	-11	-4.2	7	17	-30	.	-1.3	15
CCCOc1ccc2oc(=O)c3c(c2c1)CCCN3C(=O)CN1CCCC(C(=O)OCC)C1 (stereo not drawn)	-3.1	37	10	-0.3	1	32	-3	.	-0.3	8
Cc1nc2c(OCC(=O)c3ccc(F)cc3)cccn2c1N(C)Cc1cccs1	-0.3	39	.	-0.2	.	.	-2	0.3	.	12
COC(=O)c1cccnc1Oc1ccccc1	-12	0	-9	-0.4	4	-6	-11	0.5	0.4	-5
COc1ccc(NC(=O)COc2ccc(C(=O)NCc3cccnc3)cc2OC)cc1	-4.3	4	0	2.8	.	.	-1	0.1	-2.3	4
Cc1cc(-c2ccc([N+](=O)[O-])cc2)nc2ccccc12	i	-17	0	-0.7	4	42	6	1.3	-0.7	-5
Cc1cccc(C)c1NC(=O)Nc1cccs1	-2.1	5	9	0.0	-1	8	-5	.	2.1	18
O=C1/C(=C\c2cccs2)Sc2ccc3ccccc3c21	-0.3	-19	29	22	0	1	12	.	-1.6	-3
CCc1ccccc1NC(=O)[C@@H]1CCC(=O)N1C1OC(=O)c2ccccc21 (stereo partly drawn)	-0.5	-9	1	-0.5	-4	13	-2	0.6	-0.5	6
Cc1ccc(N2CC(C(=O)Nc3nnc(SCC(N)=O)s3)CC2=O)cc1C (stereo not drawn)	-0.1	3	3	-2.5	-4	-12	1	0.5	6.7	-7
CC(C)Cc1nc(N2CCN(C(=O)c3ccccc3)CC2)c(C#N)c2c1CCC2	i	5	-9	0.8	0	21	-14	.	0.4	-1
COc1cccc(CC(=O)Nc2ccc(-c3csc(C)n3)cc2)c1	0.2	12	5	-5.1	8	5	-11	-0.5	3.8	10
CC1CCCCN1C(=O)CSc1nc2ncccc2[nH]1 (stereo not drawn)	0.6	-5	2	1.6	1	-27	-3	0.7	-1.7	-1
CS(=O)(=O)Nc1nc2ccccc2[nH]1	i	0	25	-4.8	0	22	8	0.8	0.4	-13
Cc1cc(S(=O)(=O)Nc2ccc(C(=O)NCC(c3ccccc3)N(C)C)cc2)ccc1F (stereo not drawn)	i	6	1	-0.3	2	15	0	1.3	1.1	7
CC(=O)C1=C(O)C(=O)N(c2ccc(Br)cc2)C1c1cccc([N+](=O)[O-])c1 (stereo not drawn)	i	2	7	1.8	1	21	-10	-0.1	-0.3	-9
Cc1cccc(C)c1OCC(O)Cn1ccnc1C (stereo not drawn)	-0.1	-10	1	-0.7	.	25	-4	0.7	-0.6	4
O=C(Nc1cccc(Cl)c1N1CCOCC1)c1cccs1	0.2	15	-7	-0.9	6	2	4	-2.4	1.0	2
COc1cc(/C=C2/OC(=O)c3cc([N+](=O)[O-])ccc32)cc(OC)c1OC	-0.3	-20	-8	0.6	-5	.	-1	.	1.2	-1
O=C(O)CN=C(NS(=O)(=O)c1ccc(Cl)cc1)c1ccc(F)cc1	i	11	0	-0.4	3	17	-7	1.7	-0.2	-6
CCCCNC(=S)N1CCN(CC)CC1	-0.4	-5	3	-0.4	-2	23	1	-12	-0.5	1
Cc1cc(NC(=O)COC(=O)c2ccccc2NCCO)no1	i	1	-7	-0.9	.	.	8	1.5	-0.5	-102
CCCCCCN1CCN(c2ccc(Cl)cc2)CC1	i	8	-10	0.4	2	17	1	0.1	0.5	-8
COc1ccc(Cl)cc1-n1c(=S)sc2c(=O)n(-c3ccc(F)cc3)c(SCC(=O)O)nc21	-7.7	0	4	-1.2	3	74	-13	20*	0.3	8
COc1ccc(-c2nc(CS(=O)CC(=O)NCc3ccccc3)c(C)o2)cc1OC (stereo not drawn)	i	2	9	-1.0	3	25	0	2.7	1.2	-4
Cc1ccc(C(=O)Nc2c(C)cc(-c3ccc(Cl)cc3)oc2=O)cc1	i	-8	-16	0.5	5	44	0	.	0.4	14
Cc1onc(-c2ccccc2)c1C(=O)Oc1ccccc1	i	-8	-40	0.5	-2	-14	-3	-4.3	.	-6
Cc1csc(NC(=O)C2CSC3(C)CCC(=O)N23)n1 (stereo not drawn)	-0.5	-8	4	-2.7	5	16	-3	0.3	-1.7	7
Cc1ccc(COc2ccccc2C(=S)N2CCCC2)cc1	-0.2	31	-1	-0.1	2	8	-2	1.6	4.2	3
CC(Oc1ccccc1F)C(=O)NNC(=O)CCNC(=O)c1ccco1 (stereo not drawn)	-4.0	5	-4	-0.4	.	.	-3	1.8	2.1	-6
CC(C)Cn1cnc2c(SCc3ccccn3)nc(N)nc21	-0.8	11	-4	-0.3	.	.	-11	-0.1	-0.9	11
COc1ccc(NS(=O)(=O)c2ccc(NC(C)=O)cc2)c(OC)c1	0.6	2	-5	0.1	5	-3	-4	0.4	0.0	-14
CC(=O)NC(CCc1ccc(Cl)c(Cl)c1)c1cccc(O)c(=O)c1 (stereo not drawn)	-0.7	-2	.	0.0	.	.	0	3.7	.	20
